ELG1 DNA repair = ELG1-dependent DNA repair inhibition; actives 2.3% (n = 330,000); Potency, µM (series often up to 46.1 µM), without a hit: at the highest dose activity change, negative = inhibition, most hits filed as inhibitors; AID 504467; HEK293T ELG1-luciferase reporter, luminescence, 16 h; DNA damage induced by 5-fluorouridine; note: potency is the fitted concentration of half-maximal effect; % is set by controls: 0 for no effect and ±100 for the full control effect; nearly all actives have a fitted effect of over 55% in size
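Overnight (16 hr) co-exposure of 2,000 cells/well to 5-fluorouridine and compound at 37 °C preceded detection. Luciferase was quantified via ONE-Glo luminescence; loss of signal denotes inhibition.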
ASM inhibitor = human S-ASM enzyme inhibition; actives 0.006% (n = 340,000); placental ASM, HMU-PC fluorogenic substrate, 60 min; Potency, µM (titrated, usually from 57.5 µM), for the others: top-dose activity change, negative = inhibition, actives largely listed as inhibitors; P17405; AID 504937; note: potency is the fitted concentration of half-maximal effect
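qHTS format. ASM enzyme prepared from human placenta hydrolyses the fluorogenic substrate HMU-PC0 (9 uM final) over 60 min at 37 °C after a 10 min compound preincubation.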
AT treatment = potential ataxia-telangiectasia treatments restoring KAP-1 phosphorylation. […] A-T fibroblasts, KAP-1 phosphorylation AlphaLISA; neocarzinostatin DNA damage 30 min before lysis. Potency, µM (series often up to 57.5 µM), inactives show top-dose activation, actives largely listed as activators. actives 0.19% (n = 320,000). AID 485349; note: potency is the fitted concentration of half-maximal effect; % of control where 0% means no effect; nearly all actives have a fitted effect of over 45% in size
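ATM-like activity read as KAP-1 phosphorylation via AlphaLISA donor/acceptor antibody pairs after lysis and 6 hr at 25C. Cells were ATM-null patient fibroblasts ([…], hTERT), dosed 60 min, then exposed to the DSB inducer NCS for 30 min.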
Integrin act MD = activators of alpha7 integrin expression for muscular dystrophy. alpha7betagal myoblasts, beta-gal FDG fluorescence, 48 h. Potency, µM (highest dose often 38.3 µM), without a hit: top-dose activation, hits mostly activators. actives 0.064% (n = 350,000). AID 624291;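 note: potency is the fitted concentration of half-maximal effect; 100% = response of the positive control SU9516; nearly all actives have a fitted effect of over 60% in size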
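alpha7betagal+/- myoblasts (passage 13, 250/well) treated 48 h at 37C with compounds at 1:260 dilution of DMSO stock. Lysed, then beta-galactosidase activity read as FDG fluorescence (ex 480/em 540) after 30 min, with pre-read for autofluorescence.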
BCR signal inh = chronic active BCR signaling inhibition | ABC-DLBCL IkBa-CBG/CBR reporter, luminescence ratio, 4 h | Potency, µM (series often up to 46.1 µM), inactives show at the highest dose ratio change, negative = lower green/red ratio, actives largely listed as inhibitors | actives 0.05% (n = 340,000); active = well fitted inhibition curve with a large enough effect in the signal ratio, with a control signal flat, not every such curve was filed as active; inconclusive = small, poorly fitted or top-dose-only effect, or effect the other way, or a change in a side signal; the % refers to the signal ratio;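 note: potency is the fitted concentration of half-maximal effect; plate controls were basal doxycycline-induced cells for no effect and cells given 10 µM MG132 for full effect; MG132 reads +100%, hits lower the ratio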
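Compounds up to 46 uM were incubated four hours with TMD8 cells whose green CBG68 luciferase is fused to IkappaBalpha; red CBR luminescence normalised the signal, and concentration-effect curves were fitted to fusion, red and ratio data.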
TSHR antag = blocks TSH signaling through the human TSH receptor. TSHR-expressing cells, TSH-stimulated cAMP HTRF, 2 h; hits give low values. actives 0.2% (n = 330,000). activity change, negative = inhibition, % at 11.5 µM;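 active = activity change below a set negative limit, meaning inhibition stronger than a set level, cut at about -70% in these data; inconclusive = activity change between two set negative limits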; note: % is set by controls: 0 for no effect and ±100 for the full control effect
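Inhibition of cAMP made by TSHR-expressing cells under TSH stimulation (4nM final, EC80; 2 h, 37 deg C) is quantified with a one-step lysis HTRF kit, anti-cAMP cryptate versus cAMP-d2.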
Mito fusion act = inhibitors of mitochondrial division or activators of mitochondrial fusion | S. cerevisiae fusion-defective mutant growth rescue, CellTiterGlo 48 h | Potency, µM (titrated, usually from 46.1 µM), for the others: at the highest dose growth rescue (activation), most hits filed as activators | actives 0.23% (n = 320,000);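 note: potency is the fitted concentration of half-maximal effect; % of control where 0% means no effect; nearly all actives have a fitted effect of over 45% in size; temperature-sensitive fusion mutants such as fzo1-1 at 37 °C on non-fermentable ethanol glycerol medium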
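Growth-rescue viability read-out: after 48 h at the non-permissive 37C in glycerol/ethanol YPEG, yeast mitochondrial fusion mutants are measured by CellTiterGlo luminescence; compounds (23 nl pinned per well) restoring growth score as division inhibitors or fusion activators.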
Eya2 inh = inhibitors of human Eya2 phosphatase activity. recombinant Eya2, OMFP fluorescence dephosphorylation (OMFP is methylfluorescein phosphate). O00167. actives 0.006% (n = 330,000). AID 488837. Potency, µM (series often up to 76.9 µM), without a hit: at the highest dose activity, negative = inhibition, hits mostly inhibitors; note: potency is the fitted concentration of half-maximal effect; % is set by controls: 0 for no effect and ±100 for the full control effect
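Eya2 protein (added as 0.2 uM solution) was preincubated with compound for 10 min at ambient temperature in 50 mM HEPES pH 7.5, 50 mM NaCl, 5 uM MgCl2, 0.05% BSA, 1 mM DTT. OMFP (added at 50 uM) then reacted 10 min; fluorescence read at 485/525 nm.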
TCR activator = activators of T cell receptors | primary human leukocytes, anti-CD3, IL-2 HTRF, 48 h | Potency, µM (doses to about 9.22 µM), for the others: at the highest dose activation of IL-2 secretion, usual class: activators | 330,000 tested, under 10 active; note: % of control where 0% means no effect
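Primary human leukocytes incubated 48 hr with anti-CD3 beads plus compound, without co-stimulation. Secreted IL-2 measured by HTRF (europium cryptate/d2 anti-IL-2 pair, 320 nm excitation, 665 nm emission).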
TSG101-PTAP inh = blocks PTAP/TSG101 interaction to inhibit HIV-1 budding; 340,000 tested, under 10 active; Potency, µM (series often up to 115 µM), for inactives: at the top dose activity change, negative = inhibition, hits mostly inhibitors; Fluorescence polarization, FITC-PTAP peptide / Tsg101 binding; Q99816; active = well fitted inhibition curve with a large enough effect in the main read-out, with a control signal flat, not every such curve was filed as active; inconclusive = small, poorly fitted or top-dose-only effect, or effect the other way, or a change in a side signal; inactive = no such curve, though single readings can be large or run the other way; note: potency is the fitted concentration of half-maximal effect; % of control where 0% means no effect
Target sequence (Q99816 whole entry, looked up): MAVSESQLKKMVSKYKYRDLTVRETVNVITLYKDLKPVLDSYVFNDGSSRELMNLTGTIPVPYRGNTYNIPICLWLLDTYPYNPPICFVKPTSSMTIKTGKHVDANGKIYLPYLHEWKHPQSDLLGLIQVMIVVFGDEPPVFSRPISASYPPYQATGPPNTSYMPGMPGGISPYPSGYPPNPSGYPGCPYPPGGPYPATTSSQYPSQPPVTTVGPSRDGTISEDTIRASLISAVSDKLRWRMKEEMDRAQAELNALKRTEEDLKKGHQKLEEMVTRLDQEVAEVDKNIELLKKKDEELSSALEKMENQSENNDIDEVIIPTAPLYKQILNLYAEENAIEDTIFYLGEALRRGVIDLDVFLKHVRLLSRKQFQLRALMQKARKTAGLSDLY
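Fluorescence polarization binding of Tsg101 binding domain (10 uM final) to FITC-labeled PTAP peptide (50 nM final) in HEPES pH 7.5 buffer with NaCl, Tween 20, EDTA, TCEP. Compounds added before peptide; binding 20 min at RT.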
Tb PFK block = blocks T. brucei phosphofructokinase | O15648 | T. brucei PFK, ADP-Glo luminescence | Potency, µM (doses to about 57.5 µM), without a hit: top-dose activity, negative = inhibition, actives largely listed as inhibitors | actives 0.17% (n = 330,000);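 note: potency is the fitted concentration of half-maximal effect; 0% = uninhibited 1x PFK enzyme wells and -100% = no-enzyme wells; nearly all actives have a fitted effect of over 60% in size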
Target sequence (O15648 whole entry, looked up): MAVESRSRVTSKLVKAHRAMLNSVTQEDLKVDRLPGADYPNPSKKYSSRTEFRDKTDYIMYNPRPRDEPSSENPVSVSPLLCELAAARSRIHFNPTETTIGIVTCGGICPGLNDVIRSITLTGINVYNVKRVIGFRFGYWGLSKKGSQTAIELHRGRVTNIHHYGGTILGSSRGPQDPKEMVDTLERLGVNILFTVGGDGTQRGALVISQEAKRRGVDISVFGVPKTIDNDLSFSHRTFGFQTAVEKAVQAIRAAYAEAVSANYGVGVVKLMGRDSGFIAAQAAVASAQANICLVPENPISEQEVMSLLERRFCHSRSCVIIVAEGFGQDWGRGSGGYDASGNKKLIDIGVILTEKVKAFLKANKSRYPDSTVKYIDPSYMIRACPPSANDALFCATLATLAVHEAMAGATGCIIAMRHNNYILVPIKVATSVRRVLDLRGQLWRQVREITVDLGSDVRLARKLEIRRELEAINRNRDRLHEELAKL
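Activity is normalized to no-enzyme wells (full inhibition) and 1.25 nM enzyme wells (no inhibition). Reaction: 0.5 mM F6P, 0.1 mM ATP, 45 min RT, ADP-Glo luminescence; concentration-response curves fitted and classed by quality.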
* hit, by the source's call; ? = inconclusive; nt = not tested or not shown; [ ] = another dose, or the depositor's remark. Unless noted, calls come from the whole dose curve; as a rule, active = well fitted curve in the direction sought with a large enough effect; inconclusive = small, poorly fitted or top-dose-only effect, or another doubt; inactive = no such curve, though single readings can be large; an effect the other way counts as inactive or inconclusive.

SMILES	ELG1 DNA repair	ASM inhibitor	AT treatment	Integrin act MD	BCR signal inh	TSHR antag	Mito fusion act	Eya2 inh	TCR activator	TSG101-PTAP inh	Tb PFK block
COc1ccc(C(=O)CSc2nc3cccnc3n2C)cc1	-30%	0%	nt	16%	-16%	-3	-4%	1%	-5%[46.1 µM]	0%	-3%
Cc1ccccc1C(O)c1ccccn1 (centres undefined)	3%	-4%	0%	-23%	0%	4	0%	-33%	nt	nt	4%
CN(C)c1ccc(CNC(=O)c2cc(S(=O)(=O)N3CCOCC3)cn2C)cc1	9%	-2%	-4%	5%	-5%	-12	1%	11%	-2%	-1%	-1%
Cc1nn(C)c(C)c1S(=O)(=O)N1CCC(C(=O)NC2CCCc3ccccc32)CC1 (centres undefined)	-11%	-1%	0%	-15%	0%	13	-1%	-3%	2%	-10%	-1%
CCOc1ccccc1NC(=O)c1oc2ccccc2c1NC(=O)C1CCCO1 (centres undefined)	7.3µM*	-3%	-2%	17%	2%	2	-4%	4%	5%	-1%	-2%
Cc1c(NC(=O)COC(=O)C2(c3ccccc3F)CCCC2)c(=O)n(-c2ccccc2)n1C	?	0%	3%	-3%	2%	-2	4%	-3%	-4%	0%	-1%
Cc1cccc(/C=N/NC(=O)c2cccc([N+](=O)[O-])c2)n1	?	-1%	-1%	17%	-1%	13	18%	-1%	9%	-2%	-1%
Cc1cc(C)c(NC(=O)CSc2nc3ncc(Cl)cc3[nH]2)c(C)c1	1%	-2%	-2%	-17%	-8%	16	-8%	2%	1%	-1%	6%
COc1ccc2oc(=O)c(C(=O)NCC3CCCO3)cc2c1 (centres undefined)	?	401%[activator]	5%	7%	?	-5	3%	15%[15.4 µM]	2%	-4%	0%
C(#Cc1ccc2c(c1)COc1c3ccccc3nn1-2)c1ccccc1	?	0%	1%	17%	?	-33	12%	21%	8%	nt	-13%
Cc1ccc(S(=O)(=O)c2nc(-c3ccco3)oc2N2CCC(C)CC2)cc1	?	nt	-5%	11%	-1%	15	-9%	-9%	-2%	-1%	-10%
COc1ccccc1N(CC(O)CN1C(=O)NC(C)(C)C1=O)S(=O)(=O)c1ccc(C)cc1 (centres undefined)	3%	3%	4%	23%	0%	-5	-2%	-7%[15.4 µM]	-109%	-4%	1%
CCOC(=O)C(NC(=O)c1ccc(F)cc1)(Nc1sc2c(c1C(N)=O)CCC2)C(F)(F)F (centres undefined)	-17%	5%	0%	2%	?	1	-1%	-1%	3%[46.1 µM]	0%	5%
CC(=O)C(C(C)=O)C(NC(=O)c1cccnc1)(C(F)(F)F)C(F)(F)F	10%	6%	-20%	-48%[inhibitor]	0%	24	2%	28%	4%	1%	-2%
COc1ccc(NC(=S)N(CCc2c(C)[nH]c3ccc(C)cc23)Cc2cccnc2)cc1	?	-10%	-6%	4%	-11%	8	-2%	-4%	-10%	-2%	1%
CC1=CC(=O)C=C/C1=C(/c1ccc(O)cc1C)c1ccccc1S(=O)(=O)O	-4%	3%	7%	1%	5%	10	-3%	7%	4%	-3%	0%
CCOc1ccc(NC(=O)CN2C(=O)C3CC=CCC3C2=O)cc1 (centres undefined)	?	0%	nt	2%	?	9	-6%	5%	5%	-3%	-1%
COc1cccc(OCc2nnc(SCC(=O)OC3CCCCC3)n2C)c1	8%	1%	0%	42%[7.66 µM]	2%	-14	3%	-4%	-2%	-10%	2%
CCOc1ccc(C(O)Cn2c(=N)n(CCN3CCCCC3)c3ccccc32)cc1 (centres undefined)	?	4%	6%	-57%[inhibitor]	?	-13	1%	2%	-11%	-5%	9%
COc1cccc(CN2CCNC(=O)C2CC(=O)N2CCCCO2)c1OC (centres undefined)	?	10%	5%	-3%	0%	-10	13%	-13%	8%	-1%	6%
Cn1c(NC2CCCCC2)c(N=O)c(=O)n(C)c1=O	10%	2%	0%	-75%	8%	1	3%	15%	4%	-1%	-1%
CS(=O)(=O)c1ccccc1C(=O)N1CCN(Cc2ccccc2)CC1	-2%	9%	4%	?	6%	-4	-8%	2%	-3%	0%	1%
O=C(Cc1ccc(Cl)c(Cl)c1)NC1CCCCCC1	?	1%	3%	-27%	7%	-7	25%	-1%	4%	6%	?
COc1ccccc1NC(C)C(=O)Nc1ccc(C(C)=O)cc1 (centres undefined)	28%	0%	2%	18%	?	-6	6%	12%	-13%[46.1 µM]	1%	-7%
CCOC(=O)CCNC(=O)Nc1cc2nc(C)n(Cc3cccc(Cl)c3)c2nc1C	1%	0%	-18%	8%	2%	2	-3%	-11%	1%	-4%	1%
N#Cc1c(N2C(=O)c3ccc(C(=O)O)cc3C2=O)sc2c1CCCC2	1%	-1%	1%	18%	?	-6	6%	6%	nt	-1%	16%
Nc1ccc(C(=O)N2CCN(S(=O)(=O)c3ccc4c(c3)OCCCO4)CC2)cc1[N+](=O)[O-]	?	-11%	-4%	-34%	?	-6	-1%	14%	-5%	0%	1%
Cc1ccc(OCC(=O)Nc2ccc(C(=O)O)cc2NC(=O)COc2ccc(C)c(C)c2)cc1C	17%	6%	10%	0%	-2%	4	-2%	-29%	2%	-2%	-2%

High-throughput results from PubChem BioAssay.
